# ASM inhibitor: Inhibitors of Secretory Acid Sphingomyelinase (S-ASM): qHTS | Sphingomyelin phosphodiesterase (Homo sapiens), P17405 | placental ASM, HMU-PC fluorogenic substrate, 60 min | Potency, µM (doses to about 57.5 µM), without a hit: top-dose activity change, negative = inhibition, most hits filed as inhibitors | actives 0.006% (n = 340,000) | AID 504937, 2011; further: potency means the concentration at half of the fitted maximal effect
#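 Human placenta-derived ASM enzyme was preincubated with compound for 10 minutes at room temperature, then given fluorogenic substrate HMU-PC0 (9 uM final) for 60 minutes at 37 °C; a pH 10 stop preceded fluorescence reading at Ex 386/Em 447 nm.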
# CXXC DNA block: qHTS Fluorescence Polarization Assay for Inhibitors of MLL CXXC domain - DNA interaction; Histone-lysine N-methyltransferase 2A (Homo sapiens), Q03164; MLL-CXXC / FITC-HOXA9 DNA fluorescence polarization; Potency, µM (highest dose often 115 µM), inactives show at the highest dose activity change, negative = inhibition, hits mostly inhibitors; actives 0.037% (n = 290,000); AID 2662, 2010; active means well fitted inhibition curve with a large enough effect in the polarisation, with a control signal flat, not every such curve was filed as active; inconclusive means small, poorly fitted or top-dose-only effect, or effect the other way, or a change in a side signal; inactive means no such curve, though single readings can be large or run the other way; the % refers to the polarisation; further: potency means the concentration at half of the fitted maximal effect
#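 Purified MLL-CXXC (added from a 7 uM solution) was preincubated 5 min at ambient with pinned compounds in 50 mM Tris-HCl pH 7.5, 50 mM NaCl, 1 mM DTT, 0.05% BSA. Fluorescein-labeled HOX-A9 DNA (50 nM solution) followed, 30 min, then polarization read.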
# Mito fusion yeast: qHTS Assay for Small Molecule Inhibitors of Mitochondrial Division or Activators of Mitochondrial Fusion; S. cerevisiae fusion-defective mutant growth rescue, CellTiterGlo 48 h; Potency, µM (top dose mostly 46.1 µM), for inactives: at the top dose growth rescue (activation), hits mostly activators; actives 0.23% (n = 320,000);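 further: potency means the concentration at half of the fitted maximal effect; % of control where 0% means no effect; nearly all actives have a fitted effect of over 45% in size; temperature-sensitive fusion mutants such as fzo1-1 at 37 °C on non-fermentable ethanol glycerol medium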
#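 Temperature-sensitive fusion-defective S. cerevisiae (e.g. fzo1-1, mgm1-5) were grown with compound in YPEG medium (3% ethanol, 3% glycerol) for 48 hours at 37C. Growth rescue was measured as viability by CellTiterGlo luminescence after 10 minutes at ambient.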
# Menin MLL FP TR: qHTS Assay for Inhibitors Targeting the Menin-MLL Interaction in MLL Related Leukemias: Competition With Texas Red Labeled MLL-derived Mutant Peptide; O00255; Menin + Texas Red MLL mutant peptide, fluorescence polarization; Potency, µM (highest dose often 61.6 µM), for inactives: at the highest dose FP activity change, negative = inhibition, most hits filed as inhibitors; AID 1768, 2009; actives 0.23% (n = 270,000); active means well fitted inhibition curve with a large enough effect in the polarisation, with a control signal flat, not every such curve was filed as active; inconclusive means small, poorly fitted or top-dose-only effect, or effect the other way, or a change in a side signal; inactive means no such curve, though single readings can be large or run the other way; the % refers to the polarisation; further: potency means the concentration at half of the fitted maximal effect; % of control where 0% means no effect; many of its hits are not listed in these tables
# a7 integrin act: qHTS for Activators of Integrin-Mediated Alleviation for Muscular Dystrophy. alpha7betagal myoblasts, beta-gal FDG fluorescence, 48 h. actives 0.064% (n = 350,000). Potency, µM (titrated, usually from 38.3 µM), for the others: at the highest dose activation, hits mostly activators;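 further: potency means the concentration at half of the fitted maximal effect; 100% = response of the positive control SU9516; nearly all actives have a fitted effect of over 60% in size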
#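 Alpha7betagal+/- myoblasts (passage 13) were plated 16-24 hr, then exposed to compounds (1:260 dilution of DMSO stock) for 48 hours at 37C. After MPER lysis, β-galactosidase reporter activity was read as FDG fluorescence (ex 480/em 540) after 30 minutes.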
# AT treatment: qHTS Assay for Identifying a Potential Treatment of Ataxia-Telangiectasia; actives 0.19% (n = 320,000); […] A-T fibroblasts, KAP-1 phosphorylation AlphaLISA; neocarzinostatin DNA damage 30 min before lysis; AID 485349, 2010; Potency, µM (top dose mostly 57.5 µM), inactives show at the highest dose activation, most hits filed as activators; further: potency means the concentration at half of the fitted maximal effect; % of control where 0% means no effect; nearly all actives have a fitted effect of over 45% in size
#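 ATM-like activity read as KAP-1 phosphorylation via AlphaLISA donor/acceptor antibody pairs after lysis and 6 hr at 25C. Cells were ATM-null patient fibroblasts ([…], hTERT), dosed 60 min, then exposed to the DSB inducer NCS for 30 min.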
# TCR activator: Activators of T cell receptors: qHTS campaign. Potency, µM (doses to about 9.22 µM), without a hit: top-dose activation of IL-2 secretion, usual class: activators. primary human leukocytes, anti-CD3, IL-2 HTRF, 48 h. 330,000 tested, under 10 active; further: % of control where 0% means no effect
#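 Primary human leukocytes were stimulated with a-CD3 beads plus compounds for 48 hr without co-stimulation; secreted IL-2 was quantified by HTRF using a-IL-2-K (europium cryptate) and a-IL-2-d2, excited at 320nm with acceptor emission read at 665nm.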
# MBNL1 CUG block: qHTS Assay for Inhibitors of MBNL1-poly(CUG) RNA binding; TR-FRET MBNL1-His/biotin-(CUG)12 binding, 665/545 ratio; Potency, µM (highest dose often 57.5 µM), without a hit: at the highest dose activity change, negative = inhibition, usual class: inhibitors; actives 0.036% (n = 280,000); Muscleblind-like protein 1 (Homo sapiens), Q9NR56; AID 2675, 2010; active means well fitted inhibition curve with a large enough effect in the signal ratio, with a control signal flat, not every such curve was filed as active; inconclusive means small, poorly fitted or top-dose-only effect, or effect the other way, or a change in a side signal; inactive means no such curve, though single readings can be large or run the other way; the % refers to the signal ratio; further: potency means the concentration at half of the fitted maximal effect; on the % scale 0 is the no-effect control and ±100 the full control effect
#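 Compounds (final 92 nM to 58 uM) are added to His-tagged MBNL1 and biotin-(CUG)12, then terbium anti-His antibody and streptavidin-XL665 (5 nM final). After 60 min at room temperature, the 665/545 nm ratio is read.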
# TSG101-PTAP inh: qHTS Assay for Iinhibitors of HIV-1 Budding by Blocking the Interaction of PTAP/TSG101. Fluorescence polarization, FITC-PTAP peptide / Tsg101 binding. Tumor susceptibility gene 101 protein (Homo sapiens), Q99816. Potency, µM (doses to about 115 µM), without a hit: at the highest dose activity change, negative = inhibition, actives largely listed as inhibitors. 340,000 tested, under 10 active. AID 493005, 2010; active means well fitted inhibition curve with a large enough effect in the main read-out, with a control signal flat, not every such curve was filed as active; inconclusive means small, poorly fitted or top-dose-only effect, or effect the other way, or a change in a side signal; inactive means no such curve, though single readings can be large or run the other way; further: potency means the concentration at half of the fitted maximal effect; % of control where 0% means no effect
#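 Compounds were pin-transferred onto Tsg101 binding domain (10 uM final) in HEPES pH 7.5 buffer, then FITC-PTAP peptide was added at 50 nM final. After 20 min at RT, polarization reported peptide displacement across a qHTS concentration series.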
# TSHR antagonist: Antagonists of the Thyroid Stimulating Hormone Receptor: HTS campaign; Thyrotropin receptor (Homo sapiens), P16473; TSHR-expressing cells, TSH-stimulated cAMP HTRF, 2 h; stronger effect = lower value; activity change, negative = inhibition, % at 11.5 µM; actives 0.2% (n = 330,000);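 active means activity change below a set negative limit, meaning inhibition stronger than a set level, cut at about -70% in these data; inconclusive means activity change between two set negative limits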; further: on the % scale 0 is the no-effect control and ±100 the full control effect
# Target sequence (P16473 whole entry, looked up): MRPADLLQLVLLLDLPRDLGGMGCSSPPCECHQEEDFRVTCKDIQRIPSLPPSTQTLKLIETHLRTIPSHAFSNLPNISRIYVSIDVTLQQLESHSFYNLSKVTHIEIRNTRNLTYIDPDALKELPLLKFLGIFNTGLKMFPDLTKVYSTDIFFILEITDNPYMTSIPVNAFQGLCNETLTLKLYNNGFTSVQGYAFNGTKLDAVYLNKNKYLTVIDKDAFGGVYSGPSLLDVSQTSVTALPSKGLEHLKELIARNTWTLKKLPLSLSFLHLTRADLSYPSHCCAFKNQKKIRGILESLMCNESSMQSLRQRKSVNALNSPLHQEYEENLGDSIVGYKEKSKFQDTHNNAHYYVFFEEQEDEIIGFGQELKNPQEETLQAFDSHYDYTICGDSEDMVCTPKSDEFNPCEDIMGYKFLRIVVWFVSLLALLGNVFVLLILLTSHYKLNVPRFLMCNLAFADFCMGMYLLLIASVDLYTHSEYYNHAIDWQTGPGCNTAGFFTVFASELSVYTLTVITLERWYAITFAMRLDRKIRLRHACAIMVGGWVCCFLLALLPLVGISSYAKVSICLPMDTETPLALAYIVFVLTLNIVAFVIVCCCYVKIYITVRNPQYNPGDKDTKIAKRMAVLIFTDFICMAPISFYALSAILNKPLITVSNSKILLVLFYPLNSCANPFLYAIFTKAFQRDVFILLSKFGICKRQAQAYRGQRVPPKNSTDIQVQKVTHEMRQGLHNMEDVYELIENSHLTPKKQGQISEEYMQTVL
#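 Cell-based HTRF cAMP assay; TSHR cells + compound, TSH EC80 (4nM final), 2 h, 37 deg C. Lysis with anti-cAMP cryptate and cAMP-d2, 30 min RT, read 665/620 nm.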
# * hit, by the source's call; ? = inconclusive; . = not tested or not shown; [ ] = dose if it differs, or a comment. Unless noted, the call rests on the fitted dose curve; in most records, active means well fitted curve in the direction sought with a large enough effect; inconclusive means small, poorly fitted or top-dose-only effect, or another doubt; inactive means no such curve, though single readings can be large; an effect the other way counts as inactive or inconclusive. The list is partial, so the mix of outcomes need not match the whole.
SMILES,ASM inhibitor,CXXC DNA block,Mito fusion yeast,Menin MLL FP TR,a7 integrin act,AT treatment,TCR activator,MBNL1 CUG block,TSG101-PTAP inh,TSHR antagonist
O=C(NNS(=O)(=O)c1ccc([N+](=O)[O-])cc1)c1ccc2ccccc2c1O,-19%,2%,4%,.,-12%,6%,4%,23%,-2%,-3
COc1ccc(N2CC(C(=O)N/N=C/c3ccc([N+](=O)[O-])cc3)CC2=O)cc1 (stereo not drawn),0%,10%,4%,-12%,18%,1%,0%,?,-3%,6
O=C(NCc1ccco1)c1cccc(F)c1,6%,5%,4%,8%,18%,.,-1%,-2%,-6%,.
COC(=O)CSc1n[nH]c(-c2cccnc2)n1,-1%,-1%,0%,5%,6%,1%,.,3%,-11%,-11
COc1cccc(OC)c1C(=O)NC(=S)Nc1ccc2oc(-c3ccncc3)nc2c1,-1%,5%,3%,-1%,7%,-1%,2%,0%,0%,6
Cc1c(NC(=O)Nc2ccc(F)cc2)c(=O)n(-c2ccccc2)n1C,2%,1%,-3%,6%,-1%,-8%,-3%,-2%,-1%,1
Cc1onc(-c2c(F)cccc2Cl)c1C(=O)OCC(=O)c1c[nH]c2ccccc12,4%,-5%,21%,.,-18%,6%,2%,5%,-3%,-6
CCc1ccc(C(=O)NNc2ccc(C)c(Cl)c2)cc1,0%,4%,4%,.,-11%,-5%,1%,.,-2%,4
Cc1ccc(-c2nc(CSCC(=O)NCC3CCCO3)c(C)o2)cc1 (stereo not drawn),0%,-7%,27%,-16%,4%,6%,4%,-1%,-2%,-1
COC(=O)c1sc(-c2ccccc2)cc1NC(C)=O,7%,12%,0%,10%,-8%,-3%,-9%,?,-2%,6
CC(Sc1ccccn1)C(=O)NC1CCCC1 (stereo not drawn),3%,.,-7%,.,0%,6%,-2%,.,-1%,21
CCOC(=O)c1c(C)[nH]c(C)c1C(=O)COC(=O)c1ccccc1O,-9%,4%,9%,4%,-24%,2%,6%[46.1 µM],6%,-2%,-3
O=C1C(C=Nc2ccccc2O)=C(O)c2ccccc21,?,?,-8%,?,-22%,3%,.,?,0%,29
N#Cc1ccccc1OCCCNC1CCCC1,2%,-2%,-3%,2%,-24%,2%,4%,-1%,-8%,-8
CCC(=O)Nc1c(C(=O)N2CCN(c3ccccn3)CC2)cnn1-c1ccc(Cl)cc1,2%,5%,-4%,1%,-12%,-4%,1%[46.1 µM],-1%,1%,0
COc1ccc(C(=O)N2CCC(n3nnc4cc(F)ccc43)CC2)cc1OC,-2%,-6%,5%,-30%,-21%,-1%,4%,-1%,-3%,1
CCOc1ncccc1C(=O)N(CC)CC(=O)Nc1ccc(NC(C)=O)cc1,1%,2%,-5%,1%,-3%,?,-3%[46.1 µM],-8%,-2%,10
CC1(OC(=O)C2CCCC2)C(=O)C=C2C=C(c3ccsc3)N(C3CC3)C=C2C1=O (stereo not drawn),14%,-3%,1%,-27%[11.7 µM],0%,-19%,-6%,?,-4%,5
CCOc1ccc(NC(=S)Nc2ccc(OCc3ccccc3)cc2)cc1,-16%,6%,-1%,-16%,-26%,-9%,0%,.,0%,14
NC(=O)C1CCN(C(=O)Cc2ccsc2)CC1,4%,-16%,0%,.,-5%,-7%,7%,-4%,-2%,4
O=C(CSc1nnc(Cc2ccccc2)n1Cc1ccccc1)NCc1ccco1,-1%,-11%,2%,-16%,-29%,-1%,-7%[46.1 µM],-11%,-4%,21
N#CCCN(C(=O)COC(=O)CCc1nc2ccccc2c(=O)[nH]1)c1ccc(F)cc1,4%,.,-4%,.,0%,4%,-2%,.,-4%,2
COc1ccc(NC(=O)C(=O)NCC2CCCN2S(=O)(=O)c2cc(C)ccc2C)cc1 (stereo not drawn),-4%,.,11%,.,-4%,3%,-2%,.,2%,-2
Cc1ccc(NC2CCCCC2NS(=O)(=O)c2ccc(Cl)cc2)cc1 (stereo not drawn),5%,0%,-2%,3%,8%,10%,4%[46.1 µM],.,1%,-24
O=C1/C(=C\c2cc(Cl)c(O)c(Cl)c2)SC(=S)N1Cc1ccccc1,-18%,?,-50%[inhibitor],?,-195%[inhibitor],13%,-2%,-6%,?,-33

# The closing 5 entries of the section before open the next one.
SMILES,ASM inhibitor,CXXC DNA block,Mito fusion yeast,Menin MLL FP TR,a7 integrin act,AT treatment,TCR activator,MBNL1 CUG block,TSG101-PTAP inh,TSHR antagonist
O=C(CSc1nnc(Cc2ccccc2)n1Cc1ccccc1)NCc1ccco1,-1%,-11%,2%,-16%,-29%,-1%,-7%[46.1 µM],-11%,-4%,21
N#CCCN(C(=O)COC(=O)CCc1nc2ccccc2c(=O)[nH]1)c1ccc(F)cc1,4%,.,-4%,.,0%,4%,-2%,.,-4%,2
COc1ccc(NC(=O)C(=O)NCC2CCCN2S(=O)(=O)c2cc(C)ccc2C)cc1 (stereo not drawn),-4%,.,11%,.,-4%,3%,-2%,.,2%,-2
Cc1ccc(NC2CCCCC2NS(=O)(=O)c2ccc(Cl)cc2)cc1 (stereo not drawn),5%,0%,-2%,3%,8%,10%,4%[46.1 µM],.,1%,-24
O=C1/C(=C\c2cc(Cl)c(O)c(Cl)c2)SC(=S)N1Cc1ccccc1,-18%,?,-50%[inhibitor],?,-195%[inhibitor],13%,-2%,-6%,?,-33
c1ccc(-c2csc(Nc3ccc4c(c3)OCCO4)n2)cc1,10%,5%,9%,?,18%,.,3%,6%,-3%,.
COc1ccc(S(=O)(=O)N2CCCCC2)cc1NC(=O)c1ccc(OC)c(OC)c1,0%,.,5%,.,-5%,5%,-2%,.,-2%,-8
COc1ccc(C2CC(c3ccccc3)=NN2C(=O)CN2CCN(Cc3ccccc3)CC2)cc1 (stereo not drawn),-5%,5%,-2%,?,10%,-1%,-3%,8%,0%,-1
O=C(c1ccccc1)N1CCN(C(=O)c2ccccc2Br)CC1,-1%,-4%,-1%,6%,5%,-1%,.,7%,-9%,14
CCc1ccc(-n2nnnc2SCC(=O)Nc2ccc(NC(C)=O)cc2)cc1,1%,-6%,6%,?,2%,2%,.,-6%,0%,0
CN(CCC1CCOCC1)C(=O)CC1C(=O)NCCN1C/C=C/c1ccccc1 (stereo not drawn),-3%,7%,-7%,-11%,15%,1%,-3%,1%,1%,11
CCOc1ccccc1NC(=O)C1CCC(CNc2c(N3CCCCC3)c(=O)c2=O)CC1 (stereo not drawn),0%,-8%,4%,.,-12%,-3%,0%,4%,-1%,3
COc1ccccc1C(=O)Nc1cc(Cl)ccc1-n1cncn1,2%,?,5%,13%,-26%,7%,-5%,?,-5%,22
COc1ccc2ccccc2c1CNCc1ccc(C)cc1,-3%,?,-12%,?,-55%[inhibitor],-13%,11%,11%,-1%,-1
O=C(COC(=O)CCC1CCCC1)Nc1ccccc1Sc1ccccc1,-16%,-2%,3%,9%,0%,6%,3%[46.1 µM],.,-1%,-2
O=C(N/N=C/c1ccc(O)cc1)c1[nH]c2ccc(Br)cc2c1-c1ccccc1,-28%,-9%,-1%,?,-50%[inhibitor],0%,1%[46.1 µM],-4%,-3%,5
CCOC(=O)c1ccc(CSc2nnc(N)s2)cc1,2%,-1%,2%,-14%,-15%,1%,-1%,-1%,-6%,0
C=CCN(CC=C)C(=O)c1ccc2nc(Cc3ccc(OC)c(OC)c3)oc2c1,0%,-9%,1%,-20%,-32%,-2%,5%,12%,-2%,-10

# Bioassay records from PubChem BioAssay.
